Nrf2 activator = activates Nrf2 signaling; AREc32 ARE-luciferase reporter (MCF7-derived line), luminescence, 24 h; Potency, µM (series often up to 46.1 µM), without a hit: at the highest dose activation, usual class: activators; 410,000 tested, 0.31% active; AID 624171; also: potency is read from the fitted curve at half-maximal effect; % of control where 0% means no effect; nearly all actives have a fitted effect of over 65% in size
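Steps: seed AREc32_Fluc cells (1000/well, 5% FBS OPTI-MEM); incubate overnight at 37 deg C; add 23 nL compound; incubate 24 hr; add Steady-Glo; hold 30 min RT; read luminescence.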
TGFb SMAD3 inh = TGF-b pathway inhibition; Potency, µM (series often up to 46.1 µM), for the others: at the top dose activity, negative = inhibition, usual class: inhibitors; 410,000 tested, 1.2% active; HepG2 CAGA-GFP TGF-b/SMAD3 reporter, GFP fluorescence, 18 h; TGF-beta stimulated, 500 pg/mL final; also: potency is read from the fitted curve at half-maximal effect; % is scaled to controls: 0 for no effect and ±100 for the full control effect; nearly all actives have a fitted effect of over 65% in size
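HEPG2 CAGA-GFP, 1000 cells/well; 2 h settle, 37 C; cpd via pin tool; TGF-b 500 pg/mL final; 18 h, 37 C; GFP imaging ex488/em500-530; %Activity normalised to -TGF-b and +DMSO controls; CRC fit, curve class.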
Mm-Cpn inhibitor = M. maripaludis TRiC chaperonin inhibition | Potency, µM (doses to about 76.9 µM), for the others: at the top dose activity, negative = inhibition, actives largely listed as inhibitors | AID 504842 | 330,000 tested, 0.031% active | purified Mm-Cpn ATPase, ADP Transcreener TR-FRET; also: potency is read from the fitted curve at half-maximal effect; % is scaled to controls: 0 for no effect and ±100 for the full control effect; nearly all actives have a fitted effect of over 80% in size
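ATPase read-out: TR-FRET ADP immunoassay (anti-ADP Eu cryptate vs ADP-d2), ex 320 nm, em 590/665 nm; signal drops as ADP forms. Enzyme 25 nM, ATP 10 uM, 30 min at 37°C after 10 min compound preincubation.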
HepG2 viability = kills HepG2 cells in TGF-b inhibitor counter-screen. HepG2 CAGA-GFP viability, ATP luminescence, 18 h. Potency, µM (top dose mostly 46.1 µM), without a hit: at the top dose activity change, negative = cytotoxicity, most hits filed as cytotoxic. 410,000 tested, 0.76% active. AID 588856; also: potency is read from the fitted curve at half-maximal effect; some results filed as inactive show a strong effect at the top dose
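HepG2 CAGA-GFP cells (1000/well, DMEM with 1% FBS) received compound, then TGF-beta at 500 pg/mL final, and were incubated 18 hours at 37 degrees C. Viability was read by CellTiter-Glo luminescence. Media-only wells were set as complete cell-killing and DMSO as no toxicity.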
CCT chaperon mod = changes cytosolic chaperonin activity | purified chaperonin ATPase assay, HTRF ADP detection, 30 min | activity change, % (concentration not given with the values), hits read low | 360,000 tested, 0.3% active | AID 651819; in the data active = activity change below about -30%; also: % is scaled to controls: 0 for no effect and ±100 for the full control effect
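Enzyme 40 or 20 nM (batch-dependent) in Tris pH 7.4/KCl/MgCl2/DTT; cpd 76 uM single point; ATP 10 uM; 30 min 37 °C; Transcreener ADP HTRF detection, 30 min RT; ratio 665/615.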
Nrf2 inh = blocks Nrf2 signaling | A549 ARE-Fluc reporter, luciferase luminescence, 18-24 h | Potency, µM (titrated, usually from 46 µM), without a hit: top-dose activity change, negative = inhibition, hits mostly inhibitors | 360,000 tested, 2.1% active; also: potency is read from the fitted curve at half-maximal effect; % is scaled to controls: 0 for no effect and ±100 for the full control effect; nearly all actives have a fitted effect of over 60% in size
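Cells were seeded and rested 2 h, then exposed to compounds for 18-24 h. CellTiter-Fluor was read first as a viability measure. BugLite was added 15 min before the final luminescent read of ARE-luciferase activity in A549 cells.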
Abeta rescue = restores growth of yeast expressing A-beta42 peptide; yeast expressing A-beta42, growth rescue, OD600, 48 h; response scale: 0% DMSO, 100% iron-clioquinol control; Potency, µM (doses to about 46.1 µM), for inactives: at the highest dose growth rescue, most hits filed as activators; 410,000 tested, 0.063% active; AID 1347071; also: potency is read from the fitted curve at half-maximal effect; nearly all actives have a fitted effect of over 55% in size
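Growth rescue measured by 600 nm absorbance after 48 h yeast culture at 30 C with compound. Values normalized between DMSO and an equimolar ferric chloride plus clioquinol control.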
A549 viability = kills or reduces viability of A549 cells in Nrf2 counter-screen; A549 ARE-Fluc cells, CellTiter-Fluor viability, 18-24 h; Potency, µM (doses to about 46 µM), without a hit: at the top dose activity change, negative = cytotoxicity, hits mostly inhibitors; 390,000 tested, 0.16% active; also: potency is read from the fitted curve at half-maximal effect; % is scaled to controls: 0 for no effect and ±100 for the full control effect
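A549 ARE-Fluc cells in 5% FBS OPTI-MEM, 5000 cells/well, rested 2 h then exposed to compounds in concentration-response for 18-24 h at 37 °C. Viability by CellTiter-Fluor fluorescence (Ex 405/Em 525) after 30 min; luciferase luminescence (BugLite, 15 min, RT) read afterwards.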
Akt phos inh = blocks phosphorylation of Akt | activity change, % for hits at 50 µM | Neuro2A IGF-stimulated pAkt S473 HTRF, 20 min; active compounds read low | 360,000 tested, 0.32% active; in the data active = activity change below about -80%; inconclusive = mostly about -51% to -80%; also: % is scaled to controls: 0 for no effect and ±100 for the full control effect
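Single-point screen (50 µM final compound) in Neuro2A cells stimulated 20 min with 6 nM IGF at 37 deg C. After lysis, Ser473-phosphorylated Akt read by HTRF (ex 330 nm, em 615/665 nm) as the 665/615 ratio.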
Active calls of the source: *; i = inactive; ? = inconclusive; / = no result given; [ ] = another dose, or the depositor's remark. Unless noted, calls follow the shape of the dose curve; as a rule, active = well fitted curve in the direction sought with a large enough effect; inconclusive = small, poorly fitted or top-dose-only effect, or another doubt; inactive = no such curve, though single readings can be large; an effect the other way counts as inactive or inconclusive.

structure,Nrf2 activator,TGFb SMAD3 inh,Mm-Cpn inhibitor,Abeta rescue,A549 viability,CCT chaperon mod,HepG2 viability,Nrf2 inh,Akt phos inh
COc1cc(NC(=O)c2ccc(-c3cnn(C)c3)c3ccoc23)cc(OC)c1OC,0.3%[9.22 µM],7%,/,39%,/,-1.7,-5%,/,i
CCOc1ccc2oc(C(=O)N(CC)CC(=O)Nc3c(F)cccc3F)c(C)c2c1,0.1%,17%,-2%,-8%,-4%,-1.3,0%,-1%,i
CCCCSc1nc2sc3c(c2c(=O)n1-c1ccc(C)cc1)CCN(C)C3,9.8%,?,-2%,0%,-1%,-6.6,-3%,-32%,i
Cc1cc(C)n(CCCN2C(=O)c3cccc4cccc(c34)C2=O)n1,?,-2%,0%,12%,0%,-0.8,-5%,-2%,i
CN1CCN(C2=C(Cl)C(=O)N(c3ccc(Cl)c(Cl)c3)C2=O)CC1,7.8%,?,-1%,-49%[inhibitor],-4%,1.2,-61%,10%,i
COc1ccc(C(=O)C2CCCN(C(=O)CCc3scnc3C)C2)c(C)c1 (centres undefined),-0.5%,6%,?,8%,-10%,-0.9,2%,?,i
CC(=O)C1=C(O)C(=O)N(Cc2ccccc2)C1c1ccccc1F (centres undefined),0.3%,-7%,-7%,15%,-1%,1.6,7%,/,i
COC/C=C/C1=CC2=CC(=O)C(C)(OC(=O)c3cnc4ccccc4n3)C(=O)C2=CN1c1ccc(OC)cc1 (centres undefined),16%,?,/,-1%,-13%,0.6,-1%,2%,i
CC(=O)c1ccc(NC(=O)N2CCN(c3cccc(Cl)c3)CC2)cc1,-0.5%,-13%,-3%,-4%,-7%,-3.3,-16%,9.2µM*,i
Cn1c(=O)cc(OCCCC(=O)NCc2cccnc2)c2ccccc21,5.6%,-1%,1%,-1%,-3%,-3.5,-17%,?,i
CC[C@H]1OC(=O)[C@H](C)[C@@H](O[C@H]2C[C@@](C)(OC)[C@@H](O)[C@H](C)O2)[C@H](C)[C@@H](O[C@@H]2O[C@H](C)C[C@H](N(C)C)[C@H]2O)[C@](C)(O)C[C@@H](C)C(=O)[C@H](C)[C@@H](O)[C@]1(C)O,-0.1%,10%,1%,-16%,-3%,-2.1,0%,18%,/
CNS(=O)(=O)c1cn(CC(=O)Nc2cccc(OC)c2)cc1S(=O)(=O)NC,-1.0%,-13%,/,-7%,6%,/,-14%,/,/
Cc1ccc2c(c1)N(C(C)C(=O)NCc1ccc3c(c1)OCO3)C(=O)CO2 (centres undefined),-0.1%,-3%,-3%,-6%,0%,0.4,-7%,-2%,i
Nc1cc(S(=O)(=O)N2CCCCC2)ccc1Oc1ccccc1,4.1%,?,3%,-2%,1%,-1.6,-9%,?,i
CC(=O)c1ccc(C(=O)N2CCCC(C(=O)c3ccc(Cl)cc3)C2)s1 (centres undefined),0.9%,-5%,-1%,-15%,-7%,0.4,-3%,?,i
Cc1ccccc1Cn1cc(NC(=O)COc2ccccc2)cn1,0.0%,9%,-3%,25%,-9%,-2.2,2%,/,i
COC(=O)c1cccc(-n2[nH]nnc2=S)c1,3.3%,?,0%,1%,0%,2.2,6%,?,i
Cc1cccc(Nc2nnc(SCC(=O)NC(=O)Nc3ccc4c(c3)OCCO4)s2)c1,-0.7%,3%,4%,26%,?,0.1,-6%,?,i
Cc1cccc(C)c1NC(=O)NC1CCc2ccccc21 (centres undefined),-1.3%,0%,0%,10%,1%,-1.7,-1%,6%,i
COc1ccc(C(=O)c2cn(Cc3ccccc3OC)c3cc4c(cc3c2=O)OCO4)cc1,-0.5%,-1%,/,-17%,-3%,/,2%,15%,/
COc1ccc(OC)c(NS(=O)(=O)c2cc3c(cc2Cl)N(C(C)=O)CCO3)c1,0.4%,-5%,/,-13%,15%,/,-21%,?,/
O=[N+]([O-])c1ccc(OCC(O)CN(C2CCCCC2)C2CCCCC2)cc1 (centres undefined),-0.2%,-6%,-2%,0%,9%,0.6,-9%,1%,i
C#CCN1C=C(C(=O)OCC)C(C)NS1(=O)=O (centres undefined),-0.8%,30%[activator],0%,9%,1%,-0.6,3%,8%,i
COc1ccc(CC(=O)Oc2ccc(F)cc2)cc1,0.3%,4%,1%,1%,-7%,-0.6,3%,5%,i
CC(OC(=O)c1ccc(Cl)nc1)C(=O)Nc1ccc2c(c1)OCO2 (centres undefined),3.2%,-15%,-1%,-19%,-1%,2.1,-18%,-15%,i
COc1ccc(CN2C(=O)c3c(c(C)n(C)c3C)C2C(=O)NC2CCC(C)CC2)cc1 (centres undefined),4.2%,5%,1%,10%,0%,-1.8,-22%,-11%,i
CC(=O)c1sc(NC(=O)CCS(=O)(=O)c2ccc(F)cc2)nc1C,?,?,/,2%,/,-2.1,-97%,/,i
O=C(NCC(c1ccco1)N1CCOCC1)c1ccc(C(F)(F)F)cc1 (centres undefined),0.1%,0%,1%,-1%,-4%,-3.3,-24%,-3%,i
CCc1nc2ccc(C(=O)N(C)Cc3ccco3)cn2c1N(C)C(=O)Cc1ccccc1,0.0%,16%,/,-18%,/,-0.1,7%,/,i
CC(C)c1nc(=S)n(-c2ccccc2)[nH]1,-0.3%,0%,-1%,2%,9%,2.0,13%,5%,i
COc1ccc(OCCCC(=O)OCC(=O)Nc2nnc(-c3ccccc3)o2)cc1,-0.9%,1%,1%,?,2%,0.8,3%,2%,i
Cc1nc([N+](=O)[O-])cn1CC(=O)Nc1ccc(Cl)cc1,-0.7%[9.22 µM],2%,-1%,0%,-7%,0.0,0%,2%,i

Three structures out of the list, arranged by count of non-hydrogen atoms, largest number first:
structure,Nrf2 activator,TGFb SMAD3 inh,Mm-Cpn inhibitor,Abeta rescue,A549 viability,CCT chaperon mod,HepG2 viability,Nrf2 inh,Akt phos inh
O=C(NCC(c1ccco1)N1CCOCC1)c1ccc(C(F)(F)F)cc1 (centres undefined),0.1%,0%,1%,-1%,-4%,-3.3,-24%,-3%,i
CC(OC(=O)c1ccc(Cl)nc1)C(=O)Nc1ccc2c(c1)OCO2 (centres undefined),3.2%,-15%,-1%,-19%,-1%,2.1,-18%,-15%,i
CC(C)c1nc(=S)n(-c2ccccc2)[nH]1,-0.3%,0%,-1%,2%,9%,2.0,13%,5%,i

New compounds follow:
structure,Nrf2 activator,TGFb SMAD3 inh,Mm-Cpn inhibitor,Abeta rescue,A549 viability,CCT chaperon mod,HepG2 viability,Nrf2 inh,Akt phos inh
CC(=O)c1cc(CN2CCC(n3nccc3NC(=O)c3ccccc3)CC2)cs1,-0.7%,6%,-3%,-1%,-6%,-1.6,-23%,7%,i
CN(C)C(=O)COc1ncnc2scc(-c3ccc(F)cc3)c12,-0.6%,13%,1%,-14%,4%,-1.9,-18%,-1%,i
Cc1nc(SCC(=O)Nc2ccccc2Cl)oc1C,0.6%,8%,2%,-8%,14%,0.5,4%,15%,i
Cc1cc(S(=O)(=O)NCC(c2ccc(F)cc2)N2CCN(C)CC2)ccc1F (centres undefined),-0.3%,2%,2%,-8%,12%,2.6,-16%,-10%,i
COc1ccc(-c2nnn3c2nc(NCCc2ccc(OC)c(OC)c2)c2ccccc23)cc1,3.4%,-13%,/,2%,0%,/,-27%,30%,/
Nc1c(-c2ccccc2)sc2ccc3ccccc3[n+]12,16%,-4%,?,-13%,10%,-0.8,-29%,-22%,/
CCOC(=O)C(Oc1ccc2c(-c3ccc(OC)cc3)cc(=O)oc2c1C)c1ccccc1 (centres undefined),0.0%,?,2%,1%,-2%,-0.3,-12%,-2%,i
COC(=O)c1ccc2nc(-c3ccc(C)cc3)c(Cc3ccsc3)n2c1,4.3%,-14%,/,-15%,/,2.2,-19%,/,i
O=S(=O)(Nc1ncccn1)c1ccccc1,0.0%,1%,0%,10%,3%,0.4,1%,3%,i
COc1cc(-c2cc(-c3ccc(O)cc3)nc(N)c2C#N)ccc1O,8.2%,-8%,-1%,-2%,3%,-6.5,-25%,?,i
O=C(O)c1cc2ncc(-c3[nH]ncc3[N+](=O)[O-])cn2n1,-0.6%,0%,-2%,3%,4%,1.9,0%,0%,i
c1ccc2c(Nc3nncs3)c3ccccc3nc2c1,0.0%,2%,0%,2%,-6%,-1.3,1%,?,i
COc1cc(CN2CCc3ccc(NC(=O)CCc4ccccc4OC)cc3C2)ccc1O,3.9%,-11%,-5%,-7%,15%,0.5,-28%,-4%,i
CCOc1ccc(CCNC(=O)c2cc([N+](=O)[O-])ccc2N2CCOCC2)cc1OCC,-0.7%,-5%,-3%,-16%,-15%,-0.5,-6%,18%,i
COc1ccc(C=O)c(OCc2cn(CC(=O)c3ccc(O)cc3)nn2)c1,-0.4%,-3%,/,1%,1%,-0.4,-19%,-2%,i
CCC(C)C(NC(=O)c1ccc(Cl)cc1Cl)C(=O)O (centres undefined),-0.7%,0%,1%,24%,4%,-3.0,-3%,?,i
O=C(CCc1n[nH]c(=O)[nH]c1=O)N/N=C/c1ccc(Br)o1,0.1%,4%,-3%,-2%,15%,0.7,-23%,-13%,i
CCOC(=O)N1CCC(N2C(=O)c3ccccc3C2Nc2ccc(S(=O)(=O)N3CCOCC3)cc2)CC1 (centres undefined),0.2%,-3%,3%,0%,?,-0.2,1%,-15%,i

Assay outcomes from PubChem.
